GPR55 LPI antagonism – inhibition of LPI-stimulated GPR55 beta-arrestin translocation – imaging, U2OS, beta-arrestin-GFP, LPI agonist, primary screen (AID 2013); U2OS GPR55 beta-arrestin-GFP translocation imaging, LPI antagonism; higher % means a stronger effect; 0.13% of 290,000 active; one-dose inhibition, % at 10 µM; IC50 in µM for titrated hits;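 active means spots per cell inhibited over 60%, with over 100 cells counted and total cytoplasm intensity under 500,000; inconclusive means wells with under 100 cells, flagged as likely toxic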;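 further: U2OS cells stably carrying GPR55 and arrestin-GFP stimulated by 5 µM LPI near EC80; imaged beta-arrestin-GFP aggregate spots per cell after agonist stimulation; plate controls were LPI-stimulated DMSO wells for no effect and DMSO wells without LPI for full effect; some results filed as inactive read as strong as hits; confirmed hits need IC50 under 10 µM and bright autofluorescent wells are also inconclusive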
GPR55 beta-arrestin – selective activators of receptor GPR55 – imaging, U2OS cells, beta-arrestin-GFP redistribution, primary screen (AID 1961); U2OS GPR55 beta-arrestin-GFP redistribution imaging; higher % means a stronger effect; 0.048% of 290,000 active; activation, % at 10 µM; hits with a dose series show EC50 in µM;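 active means activation above 40% with more than 50 cells counted in the well; inconclusive means wells holding fewer than 50 cells, flagged as toxic or sparse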;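 further: U2OS osteosarcoma cells stably expressing GPR55 and beta-arrestin-GFP; plate controls were DMSO negative control for no effect and LPI positive control for full effect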
Rac1 GTP hydrolysis – MgcRacGAP GTPase-activating activity inhibitors, confirmation, biochemical, ADP Hunter fluorescence | MgcRacGAP-stimulated Rac1 GTP hydrolysis, ADP Hunter fluorescence; higher % means a stronger effect; GST-tagged Rac1 F28L mutant substrate | inhibition, % at 30 µM; hits with a dose series show IC50 in µM | 0.6% of 340,000 active | AID 624330;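 active means first-screen hits whose inhibition reached a set limit at any dose in the follow-up dose series; inconclusive means inhibition above the set first-screen limit but never retested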;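 further: fluorescence reports GDP produced by GAP-driven GTP hydrolysis; strong numbers were not always called active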
T cell modulator – T cell immune modulation candidate | 2C CD8+ T cell-vesicle binding, flow cytometry; stronger effect = lower value | calls only at 7 µM | 0.068% of 330,000 active | AID 2052;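 active means response, share of CD8 T cells binding vesicles, and their 90th percentile fluorescence all below set limits, cut at about 80% in these data, passing the limit was not always enough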
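incubation = binding step 1.5 h, 37 °C, antibody labelling 20 min, ice | test system = 2C mouse CD8+ T cells | read-out basis = percent CD8+ FL2 mean versus row control | controls = Peptide-free naked vesicles (low) and QL9 vesicles with 0.7% DMSO vehicle (high) | detection = flow cytometry of vesicle-bound cells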
SV40 large T antigen – TAg ATPase/helicase activity blockers – biochemical (AID 1903); 0.39% of 310,000 active; SV40 large T antigen ATPase/helicase inhibition assay; higher % means a stronger effect; inhibition, % at 20 µM; hits with a dose series show IC50 in µM; in the data active means a potency from the dose series; inconclusive means inhibition mostly from about 32% at the one dose, without a potency; inactive means the rest, 99 in 100 with inhibition below about 32%; further: strong numbers were not always called active
Lipid droplet – hepatic lipid droplet formation modulation. inhibition, % at 6.5 µM. AML12 mouse hepatocytes, oleate lipid droplets, BODIPY imaging. 0.4% of 240,000 active;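 active means lipid droplet intensity inhibited by at least 50%, with more than 500 cells counted; inconclusive means wells with under 300 cells, treated as cytotoxic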
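Material: mouse AML12 hepatocyte cell line, fixed after treatment; Timing: compound with oleate, overnight; Technique: high-content imaging of BODIPY-stained droplets and DAPI nuclei; Probe or stimulus: oleate, 100 µM final; Dosing: compound at 6.5 µM only.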
GPR35 antagonists – GPR35 antagonists blocking zaprinast-driven arrestin recruitment, primary screen, imaging, U2OS, beta-arrestin-GFP, zaprinast agonist (AID 2058). U2OS GPR35 beta-arrestin-GFP translocation imaging, zaprinast antagonism; higher % means a stronger effect. inhibition, % at 10 µM, or IC50 in µM where a hit was titrated. 0.052% of 290,000 active;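 active means inhibition of at least 50% with at least 30 cells and total cytoplasm GFP at most 10,000,000; inconclusive means under 30 cells or total GFP of 10,000,000 plus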
LYP phosphatase – inhibitors of LYP phosphatase, biochemical, fluorescence intensity, uHTS (AID 1779); recombinant LYP phosphatase, fluorescence intensity; higher % means a stronger effect; inhibition, % at 11.5 µM; hits with a dose series show IC50 in µM; 0.054% of 290,000 active; in the data active means inhibition above about 50%;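 further: plate controls were vehicle with enzyme for no effect and no enzyme for full effect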
NTR1 agonist – agonists of NTR1, primary screen, imaging, U2OS cells, beta-arrestin-GFP, high content (AID 493036); activation, % at 20 µM; NTR1-U2OS beta-arrestin-GFP spot imaging, agonist mode; 0.17% of 330,000 active;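 active means activation at or above 40% of the spot to cytoplasm intensity ratio, with at least 20 cells analyzed; inconclusive means wells under 20 cells, flagged as cytotoxic or low count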;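 further: 0% = DMSO without peptide and 100% = 100 nM NTR1 peptide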
Target sequence (P30989 whole entry, looked up): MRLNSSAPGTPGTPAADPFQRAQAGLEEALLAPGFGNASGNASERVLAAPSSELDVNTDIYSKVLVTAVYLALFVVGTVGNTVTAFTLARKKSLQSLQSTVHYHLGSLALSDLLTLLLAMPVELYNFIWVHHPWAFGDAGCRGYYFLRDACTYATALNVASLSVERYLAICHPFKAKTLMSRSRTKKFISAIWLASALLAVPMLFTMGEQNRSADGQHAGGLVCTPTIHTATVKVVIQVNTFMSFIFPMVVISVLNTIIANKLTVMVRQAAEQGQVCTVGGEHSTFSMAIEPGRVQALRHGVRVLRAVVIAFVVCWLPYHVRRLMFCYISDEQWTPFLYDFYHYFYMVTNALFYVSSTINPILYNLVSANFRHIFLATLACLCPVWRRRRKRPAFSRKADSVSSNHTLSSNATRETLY
Lipid droplet cells 6.5 µM – recorded beside Lipid droplet, whose call it bears; cell count; measured here: cell count, cytotoxicity flag;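 cells counted across two imaged fields per well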
T cell modulator vesicle-bound % – recorded beside T cell modulator, whose call it bears; double positive events, %; measured here: CD8+ vesicle-bound cell fraction;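 binding gate set so that unloaded-vesicle control wells show 10% double positive cells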
NTR1 agonist cell count 20 µM – further read-out of NTR1 agonist, marked with its call; cell count; measured here: cell count, cytotoxicity flag
* marks the source's active call; other numbers are inactive results; i = inactive; ? = inconclusive; . = no result given. Not a hit list; 1.8% or so of the library scored in one or more.

molecule	GPR55 LPI antagonism	GPR55 beta-arrestin	Rac1 GTP hydrolysis	T cell modulator	T cell modulator vesicle-bound %	SV40 large T antigen	Lipid droplet	Lipid droplet cells 6.5 µM	GPR35 antagonists	LYP phosphatase	NTR1 agonist	NTR1 agonist cell count 20 µM
Cc1ccccc1-n1nnnc1SCC(=O)N(C)C1CCS(=O)(=O)C1 (centres undefined)	10.2%	-0.3%	-2.9%	i	52.3	0.9%	-0.4	709	4.1%	-8.0%	0.1	56
Cc1ccc(C)c(N(CC(=O)NCc2ccco2)C(=O)CCC(=O)Nc2nccs2)c1	5.2%	0.6%	-0.1%	i	20.4	-19.1%	-6.7	835	11.2%	-6.8%	-1.4	49
COc1ccc(-c2cc(C(=O)OCC(=O)N(C)C)c3ccccc3n2)cc1	10.7%	-0.2%	2.2%	i	50.7	-8.7%	5.3	692	-2.3%	2.8%	-4.1	65
CCOc1ccc(Nc2nc(N3CCOCC3)nc(N3CCOCC3)n2)cc1	-5.3%	0.3%	3.5%	i	41.5	1.0%	-10.6	761	-2.1%	-8.6%	-0.1	62
COc1ccc(Oc2ccc(NC(=O)c3ccccc3C)cc2)cc1	3.4%	-0.1%	9.6%	i	61.3	-1.7%	7.5	705	1.8%	-4.5%	1.2	82
CCCn1c(=O)[nH]c(=O)c2c1nc(-c1ccccc1OC(F)F)n2CCOC	4.1%	-1.0%	8.7%	i	54.9	2.1%	.	.	12.5%	-4.1%	-1.1	85
O=C(O)CC1SC(=Nc2cccc(O)c2)NC1=O (centres undefined)	13.2%	0.0%	2.2%	i	12.6	-2.3%	-2.2	795	11.9%	-2.2%	1.8	42
O=C1c2ccccc2-c2nc3ncnn3c(-c3ccccc3Cl)c21	7.9%	-0.1%	10.4%	i	31.7	-0.7%	.	.	24.9%	-10.3%	-0.3	54
COc1ccccc1COC(=O)N/C=C/c1ccco1	-12.4%	0.2%	11.4%	i	44.4	9.2%	5.5	635	9.7%	2.7%	2.0	34
O=C1C=CC(O)(c2cc(=O)c3c(O)cc(O)cc3o2)C=C1	5.8%	-0.1%	?	i	39.2	?	-72.1	571	-15.6%	-2.7%	2.3	47
CCOc1ccc2c(C)c(C)c(=O)oc2c1OCC	5.9%	-0.1%	9.2%	i	9.8	11.3%	16.3	828	-2.0%	-1.7%	1.0	80
O=C(Cn1cc2c(n1)CCCCC2)NCCN1CCOCC1	1.2%	0.6%	4.3%	i	48.2	4.1%	-5.8	683	5.1%	-7.5%	1.4	40

Carrying on:
molecule	GPR55 LPI antagonism	GPR55 beta-arrestin	Rac1 GTP hydrolysis	T cell modulator	T cell modulator vesicle-bound %	SV40 large T antigen	Lipid droplet	Lipid droplet cells 6.5 µM	GPR35 antagonists	LYP phosphatase	NTR1 agonist	NTR1 agonist cell count 20 µM
COc1ccc(N2C(=O)c3ccccc3NC2c2ccc(NC(C)=O)cc2)c(OC)c1 (centres undefined)	7.2%	.	5.7%	i	22.1	3.7%	.	.	25.7%	-6.9%	-0.3	49
Cc1cc(C)n2nc(C(=O)NC(C)(C)C)nc2n1	8.0%	-0.1%	10.2%	i	9.2	7.3%	.	.	12.4%	-6.1%	-1.0	46
CC1(C)Cc2cccc(OCC(=O)N3CCN(c4cccc(C(F)(F)F)c4)CC3)c2O1	.	.	1.7%	i	42.9	15.4%	.	.	.	.	1.7	59
CC(=O)N/C(=C\c1ccccc1)C(=O)OCCCOC(=O)/C(=C/c1ccccc1)NC(C)=O	-5.5%	-0.2%	6.9%	i	60.6	8.4%	-12.4	682	-24.3%	-6.7%	-1.7	47
COc1ccc(OC)c(-c2csc(NC(=O)Cn3[nH]c(=O)c4ccccc4c3=O)n2)c1	-5.7%	-0.4%	-1.8%	i	36.6	6.3%	-5.3	601	-17.6%	-12.7%	5.1	65
COCCCN(CC(=O)NCc1ccccc1)S(=O)(=O)c1ccc(C)cc1	3.9%	-0.1%	6.2%	i	9.3	10.8%	-27.9	740	1.0%	-3.7%	-0.1	96
COCCn1c(SCC(=O)N2CCOCC2)nnc1-c1ccco1	-9.4%	-0.1%	5.8%	i	29.6	3.3%	-2.8	824	6.3%	-3.9%	-1.7	42
Brc1ccsc1-c1csc(-c2ccncc2)n1	-3.7%	0.0%	0.2%	i	45.4	5.5%	.	.	2.2%	-5.2%	2.8	82
O=C(COC(=O)C1CC2C=CC1C2)NCc1ccccc1Cl (centres undefined)	4.7%	0.2%	7.5%	i	43.3	6.3%	2.4	536	-17.8%	-3.2%	0.3	39
CCOC(=O)c1cc(Sc2ccccc2N)cc(C(=O)OCC)n1	1.4%	0.8%	-2.2%	i	51.8	2.6%	-17.4	753	7.1%	-5.8%	-0.6	54
CSc1ccc(CN(C)C(C)C(=O)NCC2CCCCC2)cc1 (centres undefined)	0.0%	-0.1%	6.3%	i	35.5	3.3%	-3.1	730	25.3%	-10.5%	3.3	44
COc1ccc(C2C(C(=O)c3cccs3)=C(O)C(=O)N2c2cccc(C)n2)cc1OC (centres undefined)	-1.1%	1.0%	8.7%	i	9.8	11.0%	-38.7	718	5.5%	-6.4%	-0.8	64

Going on with the list.
molecule	GPR55 LPI antagonism	GPR55 beta-arrestin	Rac1 GTP hydrolysis	T cell modulator	T cell modulator vesicle-bound %	SV40 large T antigen	Lipid droplet	Lipid droplet cells 6.5 µM	GPR35 antagonists	LYP phosphatase	NTR1 agonist	NTR1 agonist cell count 20 µM
Cc1n[nH]c(C)c1C(=O)CC1(O)C(=O)N(Cc2ccccc2)c2ccc(Br)cc21 (centres undefined)	40.7%	0.2%	6.9%	i	37.5	10.1%	-2.4	748	-12.4%	-7.7%	7.4	87
COC(=O)C12CCC(C)(c3nc4ccccc4nc31)C2(C)C (centres undefined)	9.4%	-0.1%	.	i	65.7	4.3%	11.3	755	21.8%	-7.3%	1.2	37
O=C(COc1ccccc1)Nc1ccc(S(=O)(=O)N2CCCC2)cc1	-8.9%	-0.1%	7.5%	i	45.1	-6.9%	.	.	-10.9%	0.1%	3.9	49
CC1CCC(NC(=O)C2c3ccccc3C(=O)N2CCCN2CCOCC2)CC1 (centres undefined)	30.6%	0.0%	6.0%	i	22.4	11.9%	.	.	11.0%	-6.4%	0.2	83
N=c1n(CCN2CCCCC2)c2ccccc2n1CC(O)c1ccc(Cl)c(Cl)c1 (centres undefined)	52.0%	-0.1%	9.2%	i	11.4	2.6%	8.6	818	-7.9%	-7.7%	4.3	29
Cc1ccc(S(=O)(=O)CCC(=O)OCC(=O)N2CCN(S(=O)(=O)c3ccc(Cl)cc3)CC2)cc1	16.6%	0.0%	-0.2%	i	6.2	1.3%	-12.0	844	3.6%	-12.7%	-0.8	64
O=C(CSc1ncccn1)NCc1ccccc1	9.6%	-0.2%	6.9%	i	27.7	2.0%	-14.8	670	-0.4%	6.3%	-1.3	95
COc1cc(C(=O)Nc2cc(C)ccn2)cc(OC)c1OC	-0.6%	-0.1%	-4.4%	i	50.1	-0.9%	20.7	690	-13.2%	-3.9%	2.5	88
COc1ccc(/C=C2/SC(=O)N(CC(=O)NCCC(C)C)C2=O)cc1OC	3.2%	-0.4%	-5.8%	i	14.5	20.3%	-4.3	721	-2.3%	-12.0%	2.0	61
COCCCn1c(C)cc(C(=O)COC(=O)CCc2nc3ccccc3c(=O)[nH]2)c1C	-10.0%	0.4%	.	i	22.5	6.4%	-7.1	725	7.8%	-4.4%	0.7	74
O=C(/C=C/c1cn(CC(O)CN2CCOCC2)c2ccccc12)c1cccs1 (centres undefined)	-4.1%	-0.1%	.	i	48.7	16.2%	9.8	760	9.5%	-2.9%	0.0	63
Cc1nn(-c2ccccc2)c2c1C(c1cccnc1)N1C=C(S(=O)(=O)N3CCCCC3)C=CC1=N2 (centres undefined)	-9.9%	-0.1%	5.9%	i	60.1	5.6%	.	.	0.3%	-8.2%	-0.4	51

8 entries already listed, sorted by number of heavy atoms, low to high:
molecule	GPR55 LPI antagonism	GPR55 beta-arrestin	Rac1 GTP hydrolysis	T cell modulator	T cell modulator vesicle-bound %	SV40 large T antigen	Lipid droplet	Lipid droplet cells 6.5 µM	GPR35 antagonists	LYP phosphatase	NTR1 agonist	NTR1 agonist cell count 20 µM
O=C(CSc1ncccn1)NCc1ccccc1	9.6%	-0.2%	6.9%	i	27.7	2.0%	-14.8	670	-0.4%	6.3%	-1.3	95
O=C(Cn1cc2c(n1)CCCCC2)NCCN1CCOCC1	1.2%	0.6%	4.3%	i	48.2	4.1%	-5.8	683	5.1%	-7.5%	1.4	40
CCOC(=O)c1cc(Sc2ccccc2N)cc(C(=O)OCC)n1	1.4%	0.8%	-2.2%	i	51.8	2.6%	-17.4	753	7.1%	-5.8%	-0.6	54
COc1ccc(Oc2ccc(NC(=O)c3ccccc3C)cc2)cc1	3.4%	-0.1%	9.6%	i	61.3	-1.7%	7.5	705	1.8%	-4.5%	1.2	82
COc1ccc(/C=C2/SC(=O)N(CC(=O)NCCC(C)C)C2=O)cc1OC	3.2%	-0.4%	-5.8%	i	14.5	20.3%	-4.3	721	-2.3%	-12.0%	2.0	61
N=c1n(CCN2CCCCC2)c2ccccc2n1CC(O)c1ccc(Cl)c(Cl)c1 (centres undefined)	52.0%	-0.1%	9.2%	i	11.4	2.6%	8.6	818	-7.9%	-7.7%	4.3	29
COc1ccc(OC)c(-c2csc(NC(=O)Cn3[nH]c(=O)c4ccccc4c3=O)n2)c1	-5.7%	-0.4%	-1.8%	i	36.6	6.3%	-5.3	601	-17.6%	-12.7%	5.1	65
CC(=O)N/C(=C\c1ccccc1)C(=O)OCCCOC(=O)/C(=C/c1ccccc1)NC(C)=O	-5.5%	-0.2%	6.9%	i	60.6	8.4%	-12.4	682	-24.3%	-6.7%	-1.7	47
